High-throughput results: PubChem BioAssay, several laboratories
ADAM17 inh: ADAM17 inhibitors, primary screen, biochemical, QFRET; recombinant ADAM17, EDANS/DABCYL FRET peptide cleavage; inhibition, % at 6.95 µM; 370,000 tested, 0.83% active;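 active means inhibition above the mean of compounds lying between control limits plus 3 SD, set per campaign, cut at about 8.5% in these data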;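 further: 0% = DMSO-only wells as the low control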
SMARCA2 activ: SMARCA2 (BRM) function activators, primary screen, cell-based, luminescence, high throughput. 370,000 tested, 1% active. activation, % at 9.1 µM. MG213 cells, MMTV-luciferase reporter, dexamethasone, overnight; in the data active means activation above about 7.8%;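 further: 0% = vehicle wells and 100% = reference activator wells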
hgDAF12 agonist: H. glycines DAF-12 receptor agonists, primary screen, cell-based, luminescence, HEK293, GAL4 fusion, UAS-luciferase; Nuclear hormone receptor DAF-12 (Heterodera glycines), GAL4 fusion; HEK293 GAL4-hgDAF12 UAS-luciferase reporter, agonist luminescence; normalized to butyrate control; activation, % at 6.8 µM; 370,000 tested, 1.8% active; AID 687014, 2013;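 active means activation above a cutoff set at the mean of all screened compounds plus 3 SD, cut at about 10% in these data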;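 further: 0% = DMSO wells and 100% = sodium butyrate wells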
hcDAF12 agonist: H. contortus DAF-12 nuclear receptor activators, primary screen, cell-based, luminescence, HEK293, lit1-tk-luc reporter. 370,000 tested, 1.4% active. AID 652067, 2013. activation, % at 6.8 µM. HEK293 hcDAF-12 lit1-tk-luc reporter; 0% DMSO, 100% Δ7-dafachronic acid;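 active means activation above the mean of all tested compounds plus 3 SD, cut at about 5.5% in these data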;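 further: 100% = response to 3 µM Δ7-dafachronic acid high control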
PG9 Ab binder: binders of HIV-1 gp120 antibody PG9, primary screen, biochemical, TR-FRET. HIV-1 gp120 / PG9 antibody interaction. TR-FRET gp120-PG9 antibody binding. inhibition, % at 6.7 µM. 360,000 tested, 0.43% active. AID 624416, 2012; in the data active means inhibition above about 8.5%
GAA850 FXN act: FXN promoter activators, primary screen, cell-based, luciferase luminescence, HEK293 lucGAA850. HEK293 lucGAA850 FXN promoter luciferase reporter, 24 h; percent of 10 µM SAHA response. activation, % at 6 µM. 360,000 tested, 0.56% active. AID 540364, 2011;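 active means activation above the average of all compounds screened plus 3 SD, cutoff fixed separately per campaign, cut at about 7.5% in these data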;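 further: 0% = DMSO wells and 100% = 10 µM SAHA wells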
DAX1 inh-1: DAX1 (NR0B1) inhibitors on StAR promoter, primary screen, cell-based, luminescence, SF-1 (NR5A1), full-length DAX-1; HEK293T StAR-luciferase reporter, SF-1/DAX-1 repression relief; inhibition, % at 6.8 µM; 370,000 tested, 1.1% active; AID 652010, 2013;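 active means inhibition above the mean over all tested compounds plus 3 SD, cut at about 3.6% in these data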;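 further: 0% = DAX-1 cells with DMSO and 100% = cells lacking DAX-1 with DMSO; higher inhibition means more luminescence from relief of DAX-1 repression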
DAX1 inh-2: DAX1 (NR0B1) inhibitors, primary screen, cell-based, HEK293, Gal4-DAX1, luciferase luminescence; 340,000 tested, 0.99% active; AID 504766, 2011; Nuclear receptor subfamily 0 group B member 1 (Homo sapiens), P51843; inhibition, % at 6.75 µM; HEK293 Gal4-DAX1 luciferase reporter;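 active means inhibition above the mean over all tested compounds plus 3 SD, cut at about 4.2% in these data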;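 further: 0% = DAX1-transfected cells with DMSO and 100% = empty-vector control cells with DMSO; inhibition shows as a rise in luminescence from relieved DAX1 repression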
Target sequence (P51843 207-470 limits assumed): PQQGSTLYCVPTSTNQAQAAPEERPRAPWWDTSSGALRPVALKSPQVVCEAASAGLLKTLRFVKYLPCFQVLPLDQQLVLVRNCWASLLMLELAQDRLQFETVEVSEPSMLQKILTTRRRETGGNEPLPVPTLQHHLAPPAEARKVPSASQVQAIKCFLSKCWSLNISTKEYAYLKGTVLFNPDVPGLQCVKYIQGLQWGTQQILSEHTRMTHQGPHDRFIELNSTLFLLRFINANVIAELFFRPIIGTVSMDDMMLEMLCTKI
ADAM10 inh: human ADAM10 inhibitors, primary screen, biochemical, QFRET, HTS; Disintegrin and metalloproteinase domain-containing protein 10 (Homo sapiens), O14672; recombinant ADAM10, EDANS/DABCYL FRET peptide cleavage, 3 h; inhibition, % at 7 µM; 370,000 tested, 0.62% active; AID 720582, 2013;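 active means inhibition above a per-campaign cutoff equal to the mean of compounds falling between control-based bounds plus 3 SD, cut at about 20% in these data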;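 further: 0% = DMSO wells while the 100% control is not disclosed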
Target sequence (O14672 214-748 limits assumed): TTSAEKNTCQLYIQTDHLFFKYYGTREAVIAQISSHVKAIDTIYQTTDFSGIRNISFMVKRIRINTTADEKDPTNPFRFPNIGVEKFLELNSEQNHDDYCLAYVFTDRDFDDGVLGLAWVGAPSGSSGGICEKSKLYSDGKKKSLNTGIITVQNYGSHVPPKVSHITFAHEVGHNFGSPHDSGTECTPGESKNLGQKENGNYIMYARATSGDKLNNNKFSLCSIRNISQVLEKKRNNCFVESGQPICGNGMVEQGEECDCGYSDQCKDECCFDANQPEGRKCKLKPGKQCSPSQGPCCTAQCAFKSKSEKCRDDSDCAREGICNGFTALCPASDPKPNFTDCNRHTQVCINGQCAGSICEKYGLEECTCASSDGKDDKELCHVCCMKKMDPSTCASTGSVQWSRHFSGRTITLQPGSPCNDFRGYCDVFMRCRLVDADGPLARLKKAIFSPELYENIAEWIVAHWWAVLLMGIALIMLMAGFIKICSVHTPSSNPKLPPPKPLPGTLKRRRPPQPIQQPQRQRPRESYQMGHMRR
NPR1 activator: GC-A stimulated cGMP production enhancers – HEK293 GC-A cells, cGMP TR-FRET, EC30 ANP, primary screen. Atrial natriuretic peptide receptor 1 (Homo sapiens), P16066. 0% at EC30 ANP, 100% saturating ANP. activation, % at 10 µM. 370,000 tested, 0.14% active; in the data active means activation above about 40%
ssDAF12 agonist: S. stercoralis DAF-12 nuclear receptor activators, primary screen, cell-based, luminescence, HEK293, GRIP1 co-expression, lit1-tk-luc; HEK293 ssDAF-12/GRIP1 lit1-tk-luc reporter; % of 3 µM dafachronic acid response; activation, % at 6.8 µM; Nuclear hormone receptor DAF-12 (Strongyloides stercoralis); 370,000 tested, 1% active;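 active means activation above the mean over all tested compounds plus 3 SD, cut at about 0.9% in these data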;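 further: 0% = DMSO-only wells and 100% = 3 µM delta7-dafachronic acid wells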
* hit, by the source's call.

Screening Cc1ccc(S(=O)(=O)N2CCC(C(=O)OCCOc3ccccc3)CC2)cc1C returned ADAM17 inh 4, SMARCA2 activ 4, hgDAF12 agonist 2.5, hcDAF12 agonist -1.0, PG9 Ab binder -1.0, GAA850 FXN act 0.4, DAX1 inh-1 1.1, DAX1 inh-2 -0.1, ADAM10 inh 15, NPR1 activator -2 and ssDAF12 agonist -1.5.
For NC(=O)CC(NC(=O)Cc1cccc2ccccc12)c1ccc(NCCc2cccc(F)c2)c([N+](=O)[O-])c1 (configuration not stated) the results were ADAM17 inh 1, SMARCA2 activ -1, hgDAF12 agonist -1.0, hcDAF12 agonist -1.6, PG9 Ab binder -1.5, GAA850 FXN act -2.8, DAX1 inh-1 -0.2, DAX1 inh-2 -0.3, ADAM10 inh 9, NPR1 activator 1 and ssDAF12 agonist -1.6.
`O=C(/C=C1\OCc2ccccc21)OCc1ccccc1` gave ADAM17 inh -4, SMARCA2 activ 0, hgDAF12 agonist 12*, hcDAF12 agonist 5.2, PG9 Ab binder 0.2, DAX1 inh-1 2.0, ADAM10 inh -9, NPR1 activator 0 and ssDAF12 agonist 0.2.
Screening O=C(NCCCCc1ccccc1)c1cccc(Br)c1 returned ADAM17 inh -3, SMARCA2 activ -1, hgDAF12 agonist 3.9, hcDAF12 agonist 1.9, PG9 Ab binder -0.4, GAA850 FXN act -1.6, DAX1 inh-1 0.1, DAX1 inh-2 -0.6, ADAM10 inh -1, NPR1 activator 2 and ssDAF12 agonist -1.8.
Screening COC(C/C=C\C(=O)[C@H](C)OCc1ccccc1)OC returned ADAM17 inh -3, SMARCA2 activ 3, hgDAF12 agonist 2.0, hcDAF12 agonist 2.6, PG9 Ab binder 0.0, GAA850 FXN act 0.3, DAX1 inh-1 0.3, DAX1 inh-2 -0.8, ADAM10 inh -10, NPR1 activator 2 and ssDAF12 agonist -0.1.
`CC(=O)c1c(C)[nH]c(C(=O)OCC(=O)N2CCc3ccccc32)c1C` gave ADAM17 inh -4, SMARCA2 activ 1, hgDAF12 agonist 3.3, hcDAF12 agonist 0.9, PG9 Ab binder 1.7, GAA850 FXN act 4.0, DAX1 inh-1 0.1, DAX1 inh-2 2.4, ADAM10 inh 1, NPR1 activator 3 and ssDAF12 agonist -0.6.
Nc1nonc1-n1nnc(C(=O)N/N=C/c2ccccn2)c1-c1ccccc1 was read as ADAM17 inh -2, SMARCA2 activ -1, hgDAF12 agonist 0.1, hcDAF12 agonist -2.1, PG9 Ab binder -2.0, GAA850 FXN act 2.8, DAX1 inh-1 0.1, DAX1 inh-2 -0.3, ADAM10 inh -11, NPR1 activator -1 and ssDAF12 agonist -0.7.
`COCCOC(=O)c1c(C)oc2ccc(NS(=O)(=O)c3ccc(F)cc3)cc12` gave ADAM17 inh -5, SMARCA2 activ -3, hgDAF12 agonist -0.9, hcDAF12 agonist -2.7, PG9 Ab binder 0.0, GAA850 FXN act 1.8, DAX1 inh-1 -0.1, DAX1 inh-2 -0.9, ADAM10 inh 6, NPR1 activator -4 and ssDAF12 agonist -0.7.
`CC(C)=CCC/C(C)=C/CN1CC(=O)N2[C@H](C[C@@]3(n4ccc5ccccc54)c4ccccc4N(S(=O)(=O)c4ccccc4)[C@@H]23)C1=O` gave ADAM17 inh 3, SMARCA2 activ 1, hgDAF12 agonist 0.1, hcDAF12 agonist 0.8, DAX1 inh-1 -0.6, ADAM10 inh 3, NPR1 activator -4 and ssDAF12 agonist -0.6.
For COc1ccc(C(=O)COC(=O)c2cccc(-n3cnnn3)c2)c(OC)c1 the results were ADAM17 inh -1, SMARCA2 activ 5, hgDAF12 agonist 10, hcDAF12 agonist 3.7, PG9 Ab binder 18*, GAA850 FXN act 1.8, DAX1 inh-1 4.6*, DAX1 inh-2 0.3, ADAM10 inh -6, NPR1 activator 0 and ssDAF12 agonist -0.8.
Screening Cc1noc(C)c1NC(=O)N(C)C[C@H]1OCCCC[C@@H](C)Oc2ccc(NS(=O)(=O)c3ccccc3)cc2C(=O)N([C@H](C)CO)C[C@@H]1C returned ADAM17 inh -1, SMARCA2 activ -5, hgDAF12 agonist 0.2, hcDAF12 agonist -1.0, PG9 Ab binder -0.8, GAA850 FXN act 0.0, DAX1 inh-1 -0.3, DAX1 inh-2 0.8, ADAM10 inh -5, NPR1 activator 1 and ssDAF12 agonist -1.6.
For N#Cc1cc([N+](=O)[O-])ccc1NC(=O)CSc1n[nH]c(=O)[nH]c1=O the results were ADAM17 inh 3, SMARCA2 activ -4, hgDAF12 agonist 1.9, hcDAF12 agonist 1.7, PG9 Ab binder -0.2, GAA850 FXN act 3.2, DAX1 inh-1 0.8, DAX1 inh-2 -2.6, ADAM10 inh -5, NPR1 activator -1 and ssDAF12 agonist -0.1.
For CCN(CCCNC(=O)CCNC(=O)Cn1cnc2ccccc2c1=O)c1ccccc1 the results were ADAM17 inh -2, SMARCA2 activ 1, hgDAF12 agonist -0.7, hcDAF12 agonist -3.2, PG9 Ab binder 0.3, GAA850 FXN act -0.7, DAX1 inh-1 -0.1, DAX1 inh-2 -0.5, ADAM10 inh 6, NPR1 activator -9 and ssDAF12 agonist -0.8.
`CCOc1cc(C)ccc1OCc1nnc(SCC(=O)c2cccc([N+](=O)[O-])c2)n1CC` gave ADAM17 inh 1, SMARCA2 activ 0, hgDAF12 agonist -1.1, hcDAF12 agonist 0.6, PG9 Ab binder 0.0, GAA850 FXN act 1.8, DAX1 inh-1 0.7, DAX1 inh-2 -0.5, ADAM10 inh 3, NPR1 activator -1 and ssDAF12 agonist -1.4.
Screening O=C(Nc1ccccc1C(F)(F)F)c1cc2ncc(CCCl)cn2n1 returned ADAM17 inh -5, SMARCA2 activ 3, hgDAF12 agonist 1.1, hcDAF12 agonist 4.3, PG9 Ab binder -4.3, GAA850 FXN act 3.2, DAX1 inh-1 0.3, DAX1 inh-2 1.1, ADAM10 inh -19, NPR1 activator -2 and ssDAF12 agonist -1.2.
For O=C(N/N=C/c1cccnc1)c1ccccc1NS(=O)(=O)c1cccs1 the results were ADAM17 inh 0, SMARCA2 activ 1, hgDAF12 agonist 0.4, hcDAF12 agonist 0.4, PG9 Ab binder -2.9, GAA850 FXN act 1.2, DAX1 inh-1 0.1, DAX1 inh-2 -1.0, ADAM10 inh 5, NPR1 activator 3 and ssDAF12 agonist -1.0.
Screening Cc1ccc(C(=O)NCCSc2snnc2C)cc1 returned ADAM17 inh -2, SMARCA2 activ 2, hgDAF12 agonist 1.7, hcDAF12 agonist 0.4, PG9 Ab binder -2.7, GAA850 FXN act 4.2, DAX1 inh-1 0.8, DAX1 inh-2 2.4, ADAM10 inh 3, NPR1 activator -1 and ssDAF12 agonist 0.0.
Screening CN(c1ccccc1)c1nc(N)c([N+](=O)[O-])c(Nc2ccccc2F)n1 returned ADAM17 inh 2, SMARCA2 activ 3, hgDAF12 agonist -0.1, hcDAF12 agonist 0.0, PG9 Ab binder -0.9, GAA850 FXN act 5.1, DAX1 inh-1 -0.2, DAX1 inh-2 1.6, ADAM10 inh -6, NPR1 activator -13 and ssDAF12 agonist -2.2.
For CC(=O)c1sc(N/N=C2\CC3CCC2(C)C3(C)C)nc1C (configuration not stated) the results were ADAM17 inh -4, SMARCA2 activ -2, hgDAF12 agonist -0.3, hcDAF12 agonist -2.1, PG9 Ab binder -0.4, GAA850 FXN act 0.8, DAX1 inh-1 0.2, DAX1 inh-2 0.1, ADAM10 inh -12, NPR1 activator 1 and ssDAF12 agonist 0.0.
For Cc1ccc(Cl)cc1-c1cc(C(=O)NCc2ccccc2)[nH]n1 the results were ADAM17 inh 4, SMARCA2 activ -1, hgDAF12 agonist -1.4, hcDAF12 agonist -1.2, PG9 Ab binder -1.6, GAA850 FXN act 0.2, DAX1 inh-1 -0.1, ADAM10 inh 3, NPR1 activator 4 and ssDAF12 agonist -0.3.
Screening O=C(CSc1nnc(-c2ccco2)c(-c2ccco2)n1)c1ccccc1 returned ADAM17 inh 9.0*, SMARCA2 activ 4, hgDAF12 agonist 3.1, hcDAF12 agonist -1.0, PG9 Ab binder -3.2, GAA850 FXN act 2.1, DAX1 inh-1 0.2, DAX1 inh-2 -0.1, ADAM10 inh 27*, NPR1 activator -5 and ssDAF12 agonist -0.9.
Screening O=S(=O)(Nn1cnnc1)c1ccccc1 returned ADAM17 inh -3, SMARCA2 activ 1, hgDAF12 agonist 1.9, hcDAF12 agonist -1.1, PG9 Ab binder 0.9, GAA850 FXN act 2.3, DAX1 inh-1 0.1, DAX1 inh-2 -0.4, ADAM10 inh -4, NPR1 activator -3 and ssDAF12 agonist -0.8.
COc1ccccc1N1CCN(CC(O)COc2ccc3c(c2)OCO3)CC1 (configuration not stated) was read as ADAM17 inh 2, SMARCA2 activ 1, hgDAF12 agonist -3.9, hcDAF12 agonist -2.9, PG9 Ab binder -1.0, GAA850 FXN act 1.2, DAX1 inh-1 0.6, DAX1 inh-2 1.7, ADAM10 inh 1, NPR1 activator -1 and ssDAF12 agonist -1.6.
`Cc1cc(=O)oc2c(CN3CCN(C)CC3)c(O)c(Cl)cc12` gave ADAM17 inh inactive, SMARCA2 activ 0, hgDAF12 agonist -1.3, hcDAF12 agonist -0.6, PG9 Ab binder 1.9, GAA850 FXN act -0.4, DAX1 inh-1 -0.4, DAX1 inh-2 -0.1, ADAM10 inh inactive, NPR1 activator 5 and ssDAF12 agonist -0.9.
Screening COC(=O)C[C@@H]1CC[C@H](NC(=O)Cc2ccccn2)[C@@H](CO)O1 returned ADAM17 inh -4, SMARCA2 activ -5, hgDAF12 agonist 1.0, hcDAF12 agonist -0.3, PG9 Ab binder 1.0, DAX1 inh-1 0.7, ADAM10 inh -16, NPR1 activator 3 and ssDAF12 agonist -1.1.
For COC(=O)[C@]12C[C@H](CC(=O)NCc3cccc(C(F)(F)F)c3)C(=O)N(Cc3cccc4ccccc34)C1=C[C@H](C(C)(C)C)O[C@@H]2C the results were ADAM17 inh 6, SMARCA2 activ -3, hgDAF12 agonist -1.6, hcDAF12 agonist 0.7, DAX1 inh-1 -0.8, ADAM10 inh 15, NPR1 activator -4 and ssDAF12 agonist -0.7.
